# DT40 TDP1 no CPT – qHTS for Inhibitors of human tyrosyl-DNA phosphodiesterase 1 (TDP1): qHTS in cells in absence of CPT; DT40 Tdp1-/- hTDP1 cells, no CPT, ATP luminescence, 48 h; Potency, µM (highest dose often 46.2 µM), for inactives: at the highest dose activity change, negative = growth inhibition, actives largely listed as inhibitors; 420,000 compounds, 15% hits; AID 686978, 2013; further: nearly all actives have a fitted effect of over 55% in size
#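 Stably hTDP1-transfected Tdp1-null chicken DT40 cells were treated with library compounds minus camptothecin and grown for at least 48 hr at 37 °C, after which cellular ATP was quantified by luminescence.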
# TDP1 block – blocks human tyrosyl-DNA phosphodiesterase 1; Q9NUW8; 350,000 compounds, 0.28% hits; recombinant TDP1, AlphaScreen DNA substrate cleavage; Potency, µM (top dose mostly 130 µM), without a hit: top-dose activity change, negative = inhibition, actives largely listed as inhibitors; further: nearly all actives have a fitted effect of over 40% in size
# Target sequence (Q9NUW8 whole entry, looked up): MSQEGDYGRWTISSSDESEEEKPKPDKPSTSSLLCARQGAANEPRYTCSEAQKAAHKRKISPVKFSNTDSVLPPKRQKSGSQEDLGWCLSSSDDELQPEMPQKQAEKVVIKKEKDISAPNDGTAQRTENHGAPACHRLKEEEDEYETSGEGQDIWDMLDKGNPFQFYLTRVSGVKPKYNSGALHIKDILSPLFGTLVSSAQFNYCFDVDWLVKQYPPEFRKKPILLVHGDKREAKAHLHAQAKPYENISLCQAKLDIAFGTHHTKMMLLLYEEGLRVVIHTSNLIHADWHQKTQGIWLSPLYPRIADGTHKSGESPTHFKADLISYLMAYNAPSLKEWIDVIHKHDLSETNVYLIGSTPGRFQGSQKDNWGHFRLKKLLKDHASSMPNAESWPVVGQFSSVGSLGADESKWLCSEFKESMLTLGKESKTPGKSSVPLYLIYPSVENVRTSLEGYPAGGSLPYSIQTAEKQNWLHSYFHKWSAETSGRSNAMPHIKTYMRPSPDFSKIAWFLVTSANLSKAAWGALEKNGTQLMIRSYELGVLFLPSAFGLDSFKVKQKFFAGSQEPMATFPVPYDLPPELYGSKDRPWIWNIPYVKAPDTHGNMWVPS
#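 Steps: enzyme plus compound, 15 min RT; add biotin/phosphotyrosine-FITC oligonucleotide (15 nM final), react 5 min; add donor/acceptor beads (10 ug/ml final), 10 min; read AlphaScreen. Tdp1 at 1 nM final.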
# N370S GC – inhibits or activates N370S mutant glucocerebrosidase; P04062; N370S GC spleen homogenate, 4MU-glucoside fluorescence; Potency, µM (highest dose often 59.4 µM), inactives show top-dose activity change, negative = inhibition, actives largely listed as inhibitors; 330,000 compounds, 0.092% hits; AID 2101;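 further: 0% = full enzyme activity and -100% = no enzyme basal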
# * = called active by the depositor; ? = inconclusive; . = not tested or not shown; & = joins results of further samples; [ ] = remark or other dose. The call rests on the fitted dose curve; in most records, active means well fitted curve in the direction sought with a large enough effect; inconclusive means small, poorly fitted or top-dose-only effect, or another doubt; inactive means no such curve, though single readings can be large; an effect the other way counts as inactive or inconclusive. Unless noted, on the % scale 0 is the no-effect control and ±100 the full control effect; potency means the concentration at half of the fitted maximal effect. Some of the compounds tested. The share of hits here may be higher or lower than overall.
SMILES,DT40 TDP1 no CPT,TDP1 block,N370S GC
COc1ccc(CN2CCn3nc(C(=O)NC4CC4)cc3C2=O)cc1,-2%,2%,13%
CC1=CC=CC2=NC(=O)CC(C)(C(=O)N(CC(=O)NC3CCCC3)c3ccccc3C)N12 (configuration not stated),2%,-1%,?
Cc1c(C(=O)OC(C)C)sc(N)c1C(=O)OC(C)C,?,-5%,13%
O=C(CC12CC3CC(CC(C3)C1)C2)Nc1ccc2c(c1)COC2=O,?,-5%,0%
O=S1(=O)NC2c3ccccc3CC2O1 (configuration not stated),?,.,-6%
CCOc1ccccc1CNC(=O)c1cnc2sc(N3CCCC3)nn2c1=O,16µM*,6%,.
CNC(=O)NC1CCCCc2sccc21 (configuration not stated),-24%,4%,8%
O=C(NCCc1nc2ccccc2n1CCOc1ccccc1)C1CCCCC1,-16%,1%,.
O=C(O)[C@@H]1Cc2c([nH]c3ccccc23)C2CCC(=O)N21 (some centres not stated),3%,.,-7%
CC1C/C(=N\NC(N)=S)c2cc(Cl)ccc2S1 (configuration not stated),?,.,-7%
O=C(O)Cn1c(SCCOc2ccccc2)nc2ccccc21,-20%,1%,1%
Cc1cccn2c(=O)c3cc(S(=O)(=O)c4ccc(Br)cc4)c(=N)n(C4CCCCC4)c3nc12,?,3%,-1%
O=C(Cc1ccc(Cl)cc1)OCc1nnc(-c2ccccc2)o1,-2%,1%,-13%
O=C(COC(=O)c1ccc(Cl)c(S(=O)(=O)N2CCOCC2)c1)Nc1ccc2[nH]c(=O)[nH]c2c1,18%,0%,.
CCCCC/C=C\C/C=C\C/C=C\CCCCC(=O)O,1%&-14%,-15%&10%&5%,-9%&-1%&2%
COc1ccc(CNC(=O)CSc2nn3c(=O)c(C(C)(C)C)nnc3s2)cc1OC,-9%,8%,10%
CCN(CC(=O)Nc1c(F)cccc1F)C(=O)CSCC(=O)Nc1ccc(OC)cc1,?,.,-9%
Cc1ccc(CS(=O)Cc2ccc(C(=O)NC3CCCCC3)o2)cc1 (configuration not stated),-1%,0%,5%
O=C(NCc1ccco1)c1cc(-c2ccc(Cl)cc2)on1,-18%,6%,?
CCCCn1c(N)c(N(C(=O)CSc2nnc(C)n2-c2ccccc2)C2CCCC2)c(=O)[nH]c1=O,14%,1%,.
CCCCN(CC)S(=O)(=O)N1CCC(C(=O)NCc2ccc(F)cc2)CC1,?,3%,?
CCNC(=O)Nn1c(-c2ccccc2)nc2ccccc2c1=O,-13%,7%,15%
O=C(COc1coc(CN2CCc3ccccc3C2)cc1=O)Nc1ccccc1F,-21%,-1%,-13%
CCCn1c(SCC(=O)NCc2ccc(F)cc2)n[nH]c1=O,-4%,3%,6%
COc1ccc(C)cc1C(=O)CCC(=O)N1CCN(c2ccccc2F)CC1,-28%,-4%,1%
CCCS(=O)(=O)N1CCC(C(=O)c2cccc(C(F)(F)F)c2)CC1,-20%,5%,-3%
COc1ccc(C(=O)CC2SC(N)=NC2=O)cc1 (configuration not stated),-8%,0%,7%
CCOC(=O)CSc1nc2c(cnn2-c2ccc(F)cc2)c(=O)[nH]1,-5%,.,4%
COC(=O)Cc1ccc(Oc2ncc(C(F)(F)F)cc2Cl)cc1,-13%,2%,6%
Cc1cccc(CSCCNC(=O)COc2ccc(Cl)cc2)c1,5%,0%,0%
CCOC(=O)c1c(NC(=O)c2cccnc2)sc(C(C)=O)c1C,?,-3%,5%
CCCCc1ccc(S(=O)(=O)NCCc2ccncc2)cc1,12µM*,3%,-10%
CCc1ccc(N(C)S(=O)(=O)c2ccc3[nH]cc(C(=O)NCC4CCCO4)c(=O)c3c2)cc1 (configuration not stated),15µM*,10%,.
Cc1ccccc1N(C(=O)c1snc(C(N)=O)c1N)C(C(=O)NC1CCCCC1)c1ccc(O)cc1 (configuration not stated),?,2%,?
COCCn1c(NCc2ccccc2)nc2c1c(=O)[nH]c(=O)n2C,?,6%,-10%
CCOc1ccc(NC(=O)c2ccc(F)c(S(=O)(=O)N3CCN(c4ccccn4)CC3)c2)cc1,16µM*,2%,3%
C[n+]1ccc(C(=O)NCc2ccccc2)cc1,5%,-2%,-1%
O=C(c1ccccc1CCc1ccccc1)N1CCCC1,-24%,.,-2%
CC1(C)CC(=O)C2=C(C1)c1c(ccc3ccccc13)NC2c1cc([N+](=O)[O-])cc([N+](=O)[O-])c1O (configuration not stated),?,5%,12%
CSc1cccc(CN2CCN(CCc3ccccc3)C(CCO)C2)c1 (configuration not stated),?,3%,3%
Cc1cccc2cc(C#N)c(N3CCC(O)CC3)nc12,?,-5%,-8%
O=C(O)[C@H](Cc1c[nH]c2ccccc12)Nc1ncccc1[N+](=O)[O-],1%,.,-16%
Cc1ccc(OCC(=O)N(C)CC(=O)Nc2ccc(Cl)c(C(F)(F)F)c2)c([N+](=O)[O-])n1,?,0%,.
Cc1nc(SCc2ccccc2)nc2c1CCC2,-2%,3%,3%
CCOc1ccccc1NC(=O)N1CCCN(c2ncccc2C#N)CC1,?,.,2%
O=C(CN1C2CCC1CC(NC(=O)NC1CCCCC1)C2)NC1CC1 (configuration not stated),-12%,4%,3%
Cc1cccc(-n2nc([N+](=O)[O-])c(=NCc3cccnc3)n2O)c1,?,4%,-4%
CC1(C)Cc2c(sc(NC(=O)C(=O)NCCCN3CCOCC3)c2C#N)CO1,-10%,3%,-1%
CCc1ccc(C(O)(CNCc2ccccc2)c2ccccc2)cc1 (configuration not stated),21µM*,.,-19%
COc1ccc(-c2csc(NC(=O)CCN3C(=O)C4CC=CCC4C3=O)n2)cc1OC (configuration not stated),18µM*,1%,-6%
COc1ccc(N2C(=O)CC(Nc3cccc([N+](=O)[O-])c3)C2=O)cc1 (configuration not stated),20%,2%,-7%
CCCCC(=O)Nc1ccc(NC(=S)NC(=O)c2cccs2)cc1OC,-17%,0%,4%
Cc1ccc(NC(=O)CC2Nc3ccccc3NC2=O)cc1Cl (configuration not stated),?,7%,-19%
Cc1ccc(NC(=O)CSc2nc(=O)n(Cc3cccnc3)c3c2CCC3)cc1F,?,5%,.
C=CC[C@@](C(C)=O)(C(=O)OC)C(NC(=O)OC(C)(C)C)c1ccccc1 (some centres not stated),.,6%,-14%
O=C(NCc1ccccc1)NC(=O)c1ccncc1,-25%,-2%,7%
OC(CCN1CCCCC1)(c1ccccc1)C1C[C@@H]2C=C[C@H]1C2 (some centres not stated),-26%,.,?
CCOC(=O)c1c(NC(=O)c2ccc(-n3cnnn3)cc2)sc2c1CCCC2,16µM*,5%,4%
O=C(N/N=C/c1ccc(O)cc1)c1cncc(Br)c1,1%,.,-15%
CC(C)(C)S(=O)(=O)c1cnc(N2CCCCC2)nc1N,-23%,5%,8%
# The list continues.
SMILES,DT40 TDP1 no CPT,TDP1 block,N370S GC
Cc1ccc(C(=O)c2ccccc2C(=O)OCC(=O)NCCc2ccccc2)cc1,?,2%,11%
O=C(NCC1CCCO1)c1cc(NS(=O)(=O)c2cccs2)cc(NS(=O)(=O)c2cccs2)c1 (configuration not stated),-7%,3%,3%
O=C1NC2(CCCCCC2)C(=O)N1Cc1ccc([N+](=O)[O-])cc1,-21%,3%,2%
CCc1ccc(OCC2NCCc3cc(OC)c(OC)cc32)cc1 (configuration not stated),18µM*,2%,-9%
NC(=O)NC(c1ccc(Cl)cc1)c1ccccc1Cl (configuration not stated),?,-3%,-3%
Cc1noc(C)c1-c1ccc2ncnc(N(C)Cc3ccco3)c2c1,12µM*,5%[56.1 µM],-4%
COc1ccc(/C=N/NC(=O)c2ccncc2)c(OC)c1,8%,.,-5%
Cc1cccc(S(=O)(=O)Nc2cccc(-c3ccc(N4CCCCC4)nn3)c2)c1,?,3%,.
NNC(=S)Nc1ccc(S(=O)(=O)N2CCCCC2)cc1,-11%,.,1%
COc1ccc(-c2c(C)c3ccc(O)c(CN4CCCC4)c3oc2=O)cc1,15µM*,5%,.
COc1cc(/C=N\NC(=O)c2nonc2N)c(OC)cc1Br,29µM*,1%,-2%
Cc1ccc(CS/C(Nc2ccccc2C)=C(\C#N)C(N)=O)c(C)c1,?,3%,15%
CCC(C)(C)NC(=O)CN(Cc1ccc2c(c1)OCO2)C(=O)CCC(=O)Nc1nccs1,-9%,6%,0%
COC(=O)c1ccc(Cl)c(NC(=O)C2CCN(S(=O)(=O)Cc3ccccc3)CC2)c1,-14%,6%,.
O=C(Cc1ccc(F)cc1)NCCc1cnc[nH]1,23%,.,-8%
O=C(c1cccc(NS(=O)(=O)c2ccc(Br)cc2)c1)N1CCCCC1,-1%,.,-5%
COc1cc(C2NC(=S)NC(C)=C2C(=O)Nc2ccc(C)cc2)ccc1O (configuration not stated),-5%,6%,10%
CCc1ccc(OCCCCn2c(CCNC(=O)C3CCCCC3)nc3ccccc32)cc1,10µM*,1%,.
COc1ccccc1NC(=S)NC1CCC(CC2CCC(NC(=S)Nc3ccccc3OC)CC2)CC1 (configuration not stated),13µM*,7%,8%
CN(C)S(=O)(=O)c1ccc(C(=O)NCc2nnc(SCC(=O)NCc3ccco3)o2)cc1,-6%,5%,-4%
O=C(c1c(F)cccc1F)N(Cc1ccccc1)Cc1ccccc1,12µM*,?,-8%
O=[N+]([O-])c1ccc2[nH]c3c(c2c1)CCCC3,-13%,5%,4%
COc1cc(C(=O)NCc2nc(-c3ccc(Cl)cc3)no2)cc(OC)c1OC,-19%,2%,.
O=C(C[C@H]1C[C@H](C(=O)N2CCOCC2)[C@@]2(CCC3CCCC3)c3[nH]c4cc(-c5ccco5)ccc4c3CCN2C1=O)NCCC1=CCCCC1,21µM*,1%[56.1 µM],.
Cc1nc(Br)c(Br)c(C)c1Br,1%,.,13%
CCCCCc1ccc(-c2cn(CCc3c[nH]c4ccccc34)nn2)cc1,?,.,-2%
CCOC(=O)c1cc(S(=O)(=O)NCc2ccc3c(c2)OCO3)cn1C,1%,3%,7%
CCCn1c(=O)c(C#N)cn(C2CC2)c1=O,5%,.,-1%
Cc1ccc(C)n1-c1nnc(N2CCC(C(=O)NCc3ccccc3Cl)CC2)s1,18µM*,0%,.
CCC(CC)NC(=O)Nc1ccc(C)cc1,-2%,2%,6%
CCOc1cc(C#N)c(NC(=O)c2ccc(OC)c(S(=O)(=O)N3CCCCC3)c2)cc1OCC,?,1%,.
Cc1cnc(CNc2ccnc(-c3ccccc3CN(C)C)n2)cn1,-2%,.,-3%
CC1=CC(=O)C(C(C)C)=CC1=NC(=O)c1ccc(C)cc1,2.1µM*,2%,4%
O=C(CN1C(=O)NC2(CCc3ccccc32)C1=O)c1ccc(Cl)cc1 (configuration not stated),?,-16%[0.505 µM],0%

# Source: PubChem (National Center for Advancing Translational Sciences (NCATS))
